Bioassay records from PubChem.
FXIa inh: blocks human coagulation factor XIa protease activity. P03951. purified FXIa, Boc-Glu-Ala-Arg-AMC fluorogenic substrate. inhibition, % at 5 µM. 220,000 tested, 0.14% active;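 active = inhibition of at least 40%; inactive = inhibition below 40%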;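 note: fluorescence of freed AMC excited at 355 nm; 0% = enzyme without compound and 100% = no enzyme blank; many of its hits are not listed in these tables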
Wee1 stabilizer: inhibitors of human Wee1 degradation. P30291. HeLa Luc-Wee1K328M stability, luciferase luminescence; 100% = proteasome inhibitor MG132 effect. reporter increase, % at 5 µM. 220,000 tested, 1.2% active. AID 1321;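 active = activation above the mean of all tested compounds plus 3 SD, set per screening run, cut at about 8.8% in these data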;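 note: cells exposed to compound for 20 h before luminescence read; 0% = DMSO alone and 100% = MG132 at 30 µM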
Target sequence (P30291 whole entry K328M): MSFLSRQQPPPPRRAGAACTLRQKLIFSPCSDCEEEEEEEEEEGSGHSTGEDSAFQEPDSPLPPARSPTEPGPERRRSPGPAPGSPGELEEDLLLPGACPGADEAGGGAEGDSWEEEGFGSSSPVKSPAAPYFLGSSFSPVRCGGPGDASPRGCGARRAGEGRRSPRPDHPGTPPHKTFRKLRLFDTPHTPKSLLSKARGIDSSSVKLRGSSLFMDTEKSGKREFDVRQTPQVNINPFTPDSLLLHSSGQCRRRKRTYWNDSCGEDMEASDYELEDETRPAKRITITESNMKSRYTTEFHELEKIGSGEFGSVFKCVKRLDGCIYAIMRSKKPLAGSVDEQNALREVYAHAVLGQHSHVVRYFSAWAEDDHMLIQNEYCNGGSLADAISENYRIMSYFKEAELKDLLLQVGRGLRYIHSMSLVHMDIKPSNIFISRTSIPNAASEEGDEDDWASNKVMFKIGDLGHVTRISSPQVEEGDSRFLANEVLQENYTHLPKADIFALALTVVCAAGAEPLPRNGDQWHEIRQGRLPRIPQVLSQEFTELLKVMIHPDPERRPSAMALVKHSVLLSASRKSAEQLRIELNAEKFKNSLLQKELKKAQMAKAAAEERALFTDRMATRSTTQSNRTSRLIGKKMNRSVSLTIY
FXIIa inh: inhibitors of human coagulation factor XIIa. purified FXIIa, Boc-QGR-AMC fluorogenic substrate, 2 h. P00748. 220,000 tested, 0.3% active. AID 800. inhibition, % at 5 µM; in the data active = inhibition above about 40%;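 note: 0% = enzyme with no compound and 100% = blank without enzyme; many of its hits are not listed in these tables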
CHOP inh: inhibitors of CHOP induction in ER stress response | CHO-K1 CHOP-promoter luciferase, tunicamycin-induced, 15-18 h | inhibition, % at 10 µM | 220,000 tested, 3.8% active;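 active = compounds that reduced the stress-induced luciferase reporter signal by more than about 70% of percent inhibition, limit read from the data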;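 note: 0% = tunicamycin plus vehicle and 100% = wells without tunicamycin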
Tb hexokinase: T. brucei hexokinase 1 inhibition; recombinant TbHK1, G6PDH-coupled NADH A340; 220,000 tested, 0.11% active; AID 1430; inhibition, % at 10 µM;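 active = inhibition of 50% or more in the single-dose primary screen; inactive = inhibition below 50%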
PGE2 EP2 inh: inhibitors of human EP2 prostaglandin E2 receptor; inhibition, % at 25 µM; P43116; 260,000 tested, 0.52% active; AID 1422; C6 glioma cells expressing human EP2, cAMP TR-FRET; cells stimulated with saturating PGE2;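 active = percent inhibition above 40 after rounding to a whole number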;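 note: rat C6 glioma host cells with rolipram phosphodiesterase inhibitor present; the protocol text gives 20 µM as final concentration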
Target sequence (P43116 whole entry, looked up): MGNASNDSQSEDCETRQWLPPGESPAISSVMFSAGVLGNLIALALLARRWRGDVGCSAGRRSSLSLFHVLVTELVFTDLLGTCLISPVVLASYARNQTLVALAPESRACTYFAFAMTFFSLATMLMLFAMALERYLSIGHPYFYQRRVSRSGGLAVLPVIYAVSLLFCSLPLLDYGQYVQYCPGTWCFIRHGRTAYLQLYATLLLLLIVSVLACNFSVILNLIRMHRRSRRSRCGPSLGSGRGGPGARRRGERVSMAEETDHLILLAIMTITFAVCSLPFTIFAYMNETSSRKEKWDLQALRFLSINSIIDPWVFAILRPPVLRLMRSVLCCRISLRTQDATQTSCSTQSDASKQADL
TNF death inh: blocks TNF-alpha induced death of Jurkat FADD-/- cells. Jurkat FADD-/- TNF necroptosis rescue, ATP luminescence, 24 h; 0 = TNF only, 100 = no-TNF cells. 220,000 tested, 0.068% active. activation (protection from cell death), % at 10 µM. AID 463075;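 active = activation, meaning protection from cell death, of at least 50% relative to plate controls; inactive = activation below 50%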;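 note: necroptosis triggered by 40 ng/mL TNF-alpha added together with compound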
PPC-1+TRAIL kill: compounds killing PPC-1 cancer cells with TRAIL present (potentiator screen, no TRAIL-free arm); PPC-1 cells + TRAIL, ATPLite viability luminescence; cell killing (% activity), % at 4 µM; 220,000 tested, 0.41% active;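 active = cell killing above 50% in the first pass at 4 µM, then a duplicate retest at 5 µM averaging 50% or more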;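 note: plate controls were cells with TRAIL plus DMSO for no effect and medium-only wells lacking cells for full effect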
zVAD death inh: L929 zVAD cell death inhibition; L929 zVAD necroptosis rescue, ATP luminescence, 24 h; with zVAD 60 µM; viability rescue, % at 10 µM; 220,000 tested, 0.38% active; AID 1377;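 active = activation, scaled between plate controls, above about 75%, limit read from the data; inactive = activation under that limit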;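 note: 0% = zVAD with DMSO and 100% = DMSO alone without zVAD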
Active calls of the source: *; · = no result given; & = joins results of further samples; [ ] = dose if it differs, or a comment.

Compound,FXIa inh,Wee1 stabilizer,FXIIa inh,CHOP inh,Tb hexokinase,PGE2 EP2 inh,TNF death inh,PPC-1+TRAIL kill,zVAD death inh
Oc1c(Cl)cc(Cl)cc1C(C#Cc1ccccc1)N1CCOCC1 (stereo unspecified),-0.5,-2.6,-4.0,12.5,-2.9,10.4,-4.5,38.9,-0.2
O=C(Nc1ccccc1)C1CCCCN1S(=O)(=O)c1ccccc1 (stereo unspecified),0.1,-1.9,11.7,2.4,-6.7,2.7,-0.9,0.7,2.6
O=C(Cn1c(=O)[nH]c2ccsc2c1=O)NC1CCCCC1,-9.9,-2.6,-8.0,-13.8,0.3,3.7,1.2,4.3,2.1
Cc1cc(OCC(F)(F)C(F)(F)C(F)(F)C(F)F)nc(N)n1,8.6,-0.5,22.0,-4.2,1.6,8.0,-0.7,5.4,0.1
CCC(Sc1ccc(C(=O)O)cc1)C(=O)O (stereo unspecified),-4.2,-1.7,3.3,28.4,7.0,8.0,-1.6,7.0,0.4
COc1cc(NC(=O)Cn2c(=O)n(-c3cccc(C)c3)c(=O)c3c(C)c(C)sc32)cc(OC)c1,-5.2,-2.0,3.8,92.4*,5.1,4.3,-0.6,21.9,0.0
CC(=O)O/N=C1\C(=O)N(Cc2ccc(C)cc2)c2ccccc21,0.3,2.0,10.4,53.0,3.6,2.5,-0.1,-5.3,0.5
COc1ccccc1N1CCN(CC(=O)N2CCCC2)CC1,-0.9,-2.7,7.2,13.9,1.1,2.2,0.4,6.7,0.5
Cn1cc(C2N3CC4(C)CN2CC(C)(C3)C4=O)c2ccccc21 (stereo unspecified),-4.0,-4.9,0.9,-6.8,-7.0,7.1,1.8,9.6,7.8
O=c1c2nncn2c2cc(C(F)(F)F)ccc2n1CCNc1ncc(C(F)(F)F)cc1Cl,0.7,2.4,9.2,84.9*,-6.3,7.5,-12.1,14.3,-0.4
COC(=O)C1SCC2C(=O)N(Cc3cccc(C)c3)CC(=O)N21 (stereo unspecified),-1.0,-1.0,11.6,14.3,2.8,5.2,0.1,-5.2,-2.1
N#Cc1cn(CCCOc2ccccc2)c2ccccc12,5.1,-2.1,9.5,20.8,9.8,7.5,0.4,4.4,-0.8
O=C(Nc1ccccc1)c1cc2c(=O)c3ccccc3oc2nc1C(F)(F)F,0.2,1.5,8.4,46.5,-9.1,14.4,-1.7,13.1,0.2
Cc1cccc(-n2ncc3c(NCc4ccccc4)ncnc32)c1,5.0,0.5,16.1,·,5.4,10.4,-5.2,12.4,2.3
O=C(Nc1ccccc1Cl)C1CC(=O)N(c2ccccc2)C1 (stereo unspecified),15.8,0.5,40.6*,8.6,0.9,1.3,1.5,3.3,0.5
COc1ccc(S(=O)(=O)NNC(=O)c2cc3c4ccccc4n(C)c3s2)cc1,4.6,-0.5,23.6,19.2,-1.4,5.9,-6.5,22.0,0.2
CN(CCOc1ccc(Cl)cc1)c1ccc(S(=O)(=O)N2CCCCC2)cn1,-6.9,3.6,13.7,31.6,0.2,4.0,-1.4,4.0,-0.1
Cc1ccc2[nH]c(C)cc(=S)c2c1,-0.6,1.9,7.7,4.7,-10.1,12.7&4.4,-8.1,33.6,-0.5
COc1cc(C(=S)NC2CCCCC2)ccc1O,20.1,-0.8,10.7,-19.9,-8.3,8.3,-0.7,13.5,0.1
CCOc1ccccc1N1CCN(C(=O)CC(C)C)CC1,4.4,0.6,5.2,-7.0,32.4,15.5,0.6,22.8,0.2
CCOC(=O)c1c(O)c(O)c(C(=O)OCC)n1-c1ccccc1,0.4,2.5,7.7,9.3,-10.1,6.0,-4.3,27.4,-1.0
CCOC(=O)c1cn(-c2ccccc2)nc1-c1ccncc1,-3.7,1.5,-8.7,2.3,-10.3,12.2,-0.1,7.7,2.1
CN(C)c1ccc(CN(C(=O)C2COc3ccccc3O2)C2CCS(=O)(=O)C2)cc1 (stereo unspecified),3.5,-1.7,10.5,-9.6,1.3,2.9,3.0,11.7,0.0
COC(=O)c1ccccc1S(=O)(=O)N(CCCO)Cc1cc2c(C)ccc(C)c2[nH]c1=O,-20.4,0.9,-15.5,4.9,-10.9,7.9,-1.7,23.4,0.6
CCC1CCCCN1C(=O)COc1c(Br)cc(Br)c2cccnc12 (stereo unspecified),0.5,-1.7,3.1,-6.5,-7.6,19.3,-0.2,8.3,0.8
Cc1cccc(-c2nnnn2-c2cccc(C)c2)c1,-4.3,-0.2,2.3,8.3,0.3,3.2,-0.8,22.0,-0.4
CCN(CC)C(=O)N1CCN(Cc2ccc3c(c2)OCO3)CC1,7.7,-0.4,-3.1,3.1,3.0,7.7,-0.1,15.0,1.5
O=C(O)c1sc2cc(C(F)(F)F)cnc2c1-c1ccccn1,-8.7,1.9,5.0,6.1,-3.8,4.4,0.8,19.0,0.5
COc1cccc(C(=O)c2c[nH]c(C(=O)NCCCN(C)C)c2)c1,-3.0,2.0,4.7,2.3,-5.0,5.8,0.1,17.9,0.0
COc1cccc(CN2CCNC(=O)C2CC(=O)N2CCOc3ccccc3C2)c1OC (stereo unspecified),-1.4,-0.7,5.4,0.2,0.8,6.3,-0.7,-4.0,0.4

Three compounds already listed, sorted by their value in FXIIa inh, ascending:
SMILES | FXIa inh | Wee1 stabilizer | FXIIa inh | CHOP inh | Tb hexokinase
COC(=O)c1ccccc1S(=O)(=O)N(CCCO)Cc1cc2c(C)ccc(C)c2[nH]c1=O | -20.4 | 0.9 | -15.5 | 4.9 | -10.9
Cn1cc(C2N3CC4(C)CN2CC(C)(C3)C4=O)c2ccccc21 (stereo unspecified) | -4.0 | -4.9 | 0.9 | -6.8 | -7.0
CC(=O)O/N=C1\C(=O)N(Cc2ccc(C)cc2)c2ccccc21 | 0.3 | 2.0 | 10.4 | 53.0 | 3.6

Returning to the listing with the two entries that preceded the break.
Compound,FXIa inh,Wee1 stabilizer,FXIIa inh,CHOP inh,Tb hexokinase,PGE2 EP2 inh,TNF death inh,PPC-1+TRAIL kill,zVAD death inh
COc1cccc(C(=O)c2c[nH]c(C(=O)NCCCN(C)C)c2)c1,-3.0,2.0,4.7,2.3,-5.0,5.8,0.1,17.9,0.0
COc1cccc(CN2CCNC(=O)C2CC(=O)N2CCOc3ccccc3C2)c1OC (stereo unspecified),-1.4,-0.7,5.4,0.2,0.8,6.3,-0.7,-4.0,0.4
CCn1c(CNC(=O)c2cccc(C)c2)nnc1SCC(=O)Nc1cccc(OC)c1,8.0,-1.7,5.0,36.9,-4.8,2.1,-0.9,4.8,-0.1
O=S(=O)(Nc1ccc(-c2cnco2)cc1)c1ccccc1,7.9,1.3,6.0,7.7,-0.7,7.1,29.3,10.7,-0.2
CCN(CC)c1ccc(C2C(C(=O)OCCOC(C)C)=C(C)NC3=C2C(=O)CCC3)cc1 (stereo unspecified),-2.8,-1.4,-4.3,·,-10.8,18.4,-2.0,0.2,0.0
CCOc1ccc(/C=N/NC(N)=S)cc1,2.6,-2.3,7.6,-15.7,-33.5,7.4,-5.0,-8.7,-0.8
COc1ccc(N2CCN(Cc3nc4cc(Cl)ccc4c(=O)[nH]3)CC2)cc1,-2.0,-0.2,·,18.0,2.3,4.7,0.5,0.1[5 µM],2.8
COc1ccc(-n2nc(C(=O)NCC(=O)N3CCN(Cc4ccc5c(c4)OCO5)CC3)c3ccccc3c2=O)cc1OC,0.3,-2.5,9.7,66.5,-6.7,3.4,0.9,8.0,-0.5
Cc1ccc(S(=O)(=O)N/N=C/c2cccc(OC3CSC3)c2)cc1,4.9,1.1,8.9,33.6,20.0,17.5,0.6,-2.3,0.8
CCOc1ccc2c(c1)n([O-])c1c([n+]2=O)CCCC1,4.1,2.6,14.0,-48.9,-3.9,7.7,2.5,5.5,4.8
C=CCSc1nc(C)cc2c1C(=O)OC2,-3.6,-0.9,4.2,5.0,0.4,11.1,-0.3,8.5,0.1
O=c1c(C=NCCCO)c(-c2ccccc2)[nH]n1-c1nc2ccccc2s1,-4.8,0.7,1.0,40.1,-8.3,16.7,-4.5,25.3,30.6
COc1ccc(N2CC(C(=O)OCC(=O)c3cccc(OC)c3)CC2=O)cc1 (stereo unspecified),-0.2,1.0,6.5,26.2,2.4,7.1&9.0,-0.5,19.7,1.6
CC(=O)Nc1ccc(S(=O)(=O)N2CCN(C(C)CCc3ccccc3)CC2)cc1 (stereo unspecified),2.9,0.9,11.7,30.6,-10.0,2.5,1.1,20.2,-0.6
CN(CC(=O)Nc1ccccc1N1CCOCC1)CC(=O)Nc1ccc(F)c(F)c1F,-2.0,6.2,3.0,20.6,-2.5,3.2,1.6,-2.4,2.0
CCN(CC)S(=O)(=O)c1ccc(C)c(NC(=O)COC(=O)[C@@H]2CCCN2C(=O)c2cccs2)c1,-4.0,1.4,5.8,7.7,-1.6,2.5,-1.0,-14.0,1.3
O=C(Nc1cc(S(=O)(=O)N2CCOCC2)ccc1N1CCCC1)c1cnccn1,-1.7,-1.4,6.0,1.7,-6.2,10.3,1.8,5.0,0.5
O=C(NCc1cccs1)c1nc2c(nnn2Cc2ccc(F)cc2)c(=O)[nH]1,-2.4,-0.9,9.2,4.5,0.8,7.4,-2.4,4.8,-0.1
Cc1ccccc1OCCN1C(=O)NC2(CCCc3ccccc32)C1=O (stereo unspecified),2.2,3.0,14.3,19.7,1.9,11.7,0.4,21.0,-0.3
CCNC(=O)c1sc(=S)n(-c2ccc(C)cc2)c1N,-18.0,-1.4,-0.9,23.6,-25.2,2.2,1.3,-14.4,-0.2
CC(C)COC(=O)NCCCOC(=O)Nc1ccccc1,-3.5,-1.1,-6.2,51.8,-1.5,9.4,0.0,9.2,0.8
CC(C)(C)C1CCc2c(sc(NC(=O)c3ccncc3)c2C(N)=O)C1 (stereo unspecified),6.4,0.9,10.4,68.8,-17.1,2.8,3.1,17.5,51.4
CCOC(=O)C1=NOC(COc2ccccc2C=O)C1 (stereo unspecified),-0.7,-1.6,6.2,19.0,2.8,4.7,-0.1,13.3,0.7
CS(=O)(=O)N1CCN(c2ccccc2NC(=O)c2ccc([N+](=O)[O-])o2)CC1,-5.8,1.0,13.0,-49.4,-6.8,5.0,-0.4,25.9,-0.2
Cc1ccc(O)c(C(=O)c2cnc3c(c2)c(=O)n(C)c(=O)n3C)c1,11.9,1.7,0.2,7.4,-5.0,8.8,0.1,13.3,-0.9
O=C(COC(=O)CC1CCCC1)Nc1ccc(OC(F)F)cc1,-6.4,-2.1,0.1,37.8,5.4,4.0,1.3,-3.7,1.2
Cc1cc(N=Cc2c(O)n(-c3cccc(Cl)c3)c(=O)c3ccccc23)no1,-5.5,6.7,3.7,42.6,-7.5,5.4,-1.5,8.2,·
COc1ccc(-c2cc(C3CCN(Cc4ccc([N+](=O)[O-])cc4)CC3)[nH]n2)cc1,-2.8,1.4,2.9,35.6,3.6,13.2,3.4,-8.0,1.9
Cc1nc(SC(C(=O)c2ccccc2)c2ccccc2)nc2ccccc12 (stereo unspecified),-2.6,6.0,0.1,54.6,26.3,7.0,0.2,6.7,0.5
CCOC(=O)c1[nH]c(C)c(/C(O)=C2\C(=O)C(=O)N(CCN(C)C)C2c2ccncc2)c1C (stereo unspecified),-4.2,2.1,7.4,2.6,-35.3,6.8,-2.7,8.5,-0.1
CCOC(=O)/C(C#N)=C/Nc1ccsc1C(C)=O,-5.7,2.4,9.3,-1.4,-47.8,5.9,0.6,16.9,-0.3
COc1cccc(/C=N\NC(=O)c2ccc(Cn3cc(Br)c([N+](=O)[O-])n3)o2)c1O,12.6,4.2,12.2,97.0*,-18.9,17.4,-8.9,46.0,58.0

Only part of the results is shown (hit frequency here may not be typical).
